# TRb SRC2 PPI = TRbeta-SRC2 interaction inhibition. P10828. TRbeta-SRC2 peptide binding, fluorescence polarization; receptor liganded with 1 µM T3. Potency, µM (highest dose often 106 µM), for inactives: top-dose activity change, negative = inhibition, actives largely listed as inhibitors. 280,000 tested, 0.065% active;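 note: plate controls were bound peptide for no effect and peptide without receptor for full effect; nearly all actives have a fitted effect of over 50% in size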
# Target sequence (P10828 whole entry, looked up): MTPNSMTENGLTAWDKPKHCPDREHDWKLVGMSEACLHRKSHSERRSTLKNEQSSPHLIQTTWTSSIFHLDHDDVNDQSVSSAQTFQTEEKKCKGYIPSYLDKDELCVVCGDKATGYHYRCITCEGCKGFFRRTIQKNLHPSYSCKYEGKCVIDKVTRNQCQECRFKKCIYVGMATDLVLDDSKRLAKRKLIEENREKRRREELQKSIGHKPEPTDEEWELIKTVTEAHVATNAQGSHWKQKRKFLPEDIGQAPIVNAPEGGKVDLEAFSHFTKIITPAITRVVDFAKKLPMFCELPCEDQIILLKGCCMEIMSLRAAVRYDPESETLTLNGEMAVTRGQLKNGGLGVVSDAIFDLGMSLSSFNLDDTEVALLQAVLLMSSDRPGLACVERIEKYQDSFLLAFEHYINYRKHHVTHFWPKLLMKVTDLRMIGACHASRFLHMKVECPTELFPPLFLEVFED
#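 A fluorescence polarization screen tested compounds at multiple concentrations against complex formation between 0.6 uM TRb ligand-binding domain and 20 nM Texas Red SRC2 peptide, with 1 uM T3 present; readout after 5 hr.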
# RECQ1 inh = blocks DNA unwinding by human RECQ1 | P46063 | AID 2549 | 240,000 tested, 0.54% active | Potency, µM (series often up to 57.3 µM), for inactives: at the top dose activity, negative = inhibition, usual class: inhibitors | RECQ1 DNA unwinding, red fluorescence kinetic read;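 note: plate controls were vehicle for no effect and no enzyme for full effect; nearly all actives have a fitted effect of over 30% in size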
#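 50 nM RECQ1T1 preincubated 15 min with compound in Tris pH 8.0 buffer with MgCl2, DTT, Tween-20 and 2.5 ug/ml poly(dI-dC); started with 200 nM TAMRA/BHQ-2 forked duplex and 2 mM ATP. Unwinding read as fluorescence (525/598 nm), two reads 2 h apart.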
# Tau FP inhib = inhibitors of human tau fibril formation | K18 P301L tau heparin fibrillization, Alexa594 FP, 6 h | Potency, µM (top dose mostly 57.7 µM), for the others: top-dose activity, negative = inhibition, usual class: inhibitors | 280,000 tested, 0.39% active | P10636; note: % is set by controls: 0 for no effect and ±100 for the full control effect; nearly all actives have a fitted effect of over 55% in size
# Target sequence (P10636 561-689 P618L limits assumed): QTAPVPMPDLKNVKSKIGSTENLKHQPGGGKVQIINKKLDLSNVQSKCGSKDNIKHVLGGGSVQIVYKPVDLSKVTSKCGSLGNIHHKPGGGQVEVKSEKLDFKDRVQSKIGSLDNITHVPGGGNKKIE
#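 Human tau K18 […] P301L fragment, 15 uM unlabeled plus 0.24 uM Alexa 594-labeled tau (final), with compound and 20 uM heparin in 100 mM sodium acetate pH 7; 6 hr at 37 C, then Alexa 594 FP read.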
# L3MBTL1 block = L3MBTL1 (human) inhibition. AlphaScreen L3MBTL1–H3K9me1 peptide binding. AID 485360. Potency, µM (titrated, usually from 57.1 µM), for the others: at the top dose activity, negative = inhibition, usual class: inhibitors. 230,000 tested, 0.66% active. Q9Y468; note: % is set by controls: 0 for no effect and ±100 for the full control effect; nearly all actives have a fitted effect of over 60% in size
#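 AlphaScreen proximity signal between nickel-chelate acceptor and streptavidin donor beads (final 10 ug/mL) reports binding of 50 nM L3MBTL1 to 75 nM biotin-H3 K9me1 peptide; complex incubated with compounds 30 min at room temperature; cefsulodin titration as control.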
# TexasRed fluor = counter-screen for TRb-SRC2 inhibitors: fluorescence interference. Potency, µM (series often up to 106 µM), for inactives: at the top dose fluorescence change, negative = quenching. AID 1479. TRb/SRC2 Texas Red total fluorescence interference. 280,000 tested, 0.29% active; active = well fitted curve in either direction with a large enough effect; inconclusive = small, poorly fitted or top-dose-only effect; note: % is set by controls: 0 for no effect and ±100 for the full control effect
#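 Human TRb ligand-binding domain at 0.6 uM with 20 nM Texas Red SRC2 peptide in Tris buffer containing 1 uM T3 and 5% DMSO, incubated with compound 5 h at ambient temperature. Total fluorescence (555/632 nm) calculated as parallel + 2 × perpendicular.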
# HTT cytoprotect = cytoprotection in Huntington HTT-Q103 PC12 cell model | Potency, µM (series often up to 56.4 µM), without a hit: cytoprotection (ATP increase), usual class: activators | 230,000 tested, 0.14% active | PC12 HTT-Q103 induced, cytoprotection, ATP luminescence, 40 h;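 note: % of control where 0% means no effect; nearly all actives have a fitted effect of over 45% in size; toxic huntingtin expression switched on by the ecdysone agonist tebufenozide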
#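 PC12 cells with ecdysone-inducible HTT exon 1 Q103-GFP, induced with 100 nM tebufenozide and co-treated with library compounds in a dose series (1536-well, 1500 cells/well). Cytoprotection read as ATP content by ATPlite luminescence.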
# Tau fluor cs = counter-screen for tau fibril formation inhibitors; Potency, µM (top dose mostly 57.7 µM), inactives show at the top dose activity change, negative = decrease; AID 1463; tau K18 P301L Alexa594 fluorescence, heparin fibrillization; 280,000 tested, 0.93% active; note: % is set by controls: 0 for no effect and ±100 for the full control effect; nearly all actives have a fitted effect of over 55% in size
#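 Human K18 P301L tau (15 uM unlabeled plus 0.24 uM Alexa 594-labeled, final) in 100 mM sodium acetate pH 7 was mixed with compound and 20 uM heparin and incubated 6 hr at 37 C.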
# Tau ThT inhib = inhibitors of human tau fibril formation, thioflavin T binding; AID 1460; recombinant tau K18 P301L (four-repeat tau fragment), heparin-induced fibrillization, ThT fluorescence; 270,000 tested, 2.1% active; Potency, µM (titrated, usually from 57.4 µM), for the others: at the top dose activity, negative = inhibition, most hits filed as inhibitors; P10636; note: % is set by controls: 0 for no effect and ±100 for the full control effect; nearly all actives have a fitted effect of over 55% in size
#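 In this qHTS, human K18 P301L tau is incubated with compound and heparin for 6 hr at 37 C, and Thioflavin T fluorescence then reports fibril load.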
# Numbers without * were called inactive; i = inactive; ? = inconclusive; nt = not tested or not shown; [ ] = dose if it differs, or a comment. Unless noted, calls come from the whole dose curve; as a rule, active = well fitted curve in the direction sought with a large enough effect; inconclusive = small, poorly fitted or top-dose-only effect, or another doubt; inactive = no such curve, though single readings can be large; an effect the other way counts as inactive or inconclusive. Potency is the fitted concentration of half-maximal effect.
SMILES,TRb SRC2 PPI,RECQ1 inh,Tau FP inhib,L3MBTL1 block,TexasRed fluor,HTT cytoprotect,Tau fluor cs,Tau ThT inhib
Cc1cccc(N(C(=O)c2snc(C(N)=O)c2N)C(C)C(=O)NCC2CCCO2)c1 (centres undefined),4%,i,-5%,9%,-2%,24%[10 µM],3%,1%
O=C(CN1CCN(Cc2ccccc2)CC1)N/N=C/c1cccs1,7%,-2%,0%,?,2%,6%[10 µM],-14%,-10%
Cc1nc2cc(NC(=O)N3CCN(c4ccccn4)CC3)ccc2o1,0%,-6%,1%,nt,0%,-9%,-7%,-13%
CC(NC(=O)C1CCC1)c1ccc2c(c1)OCO2 (centres undefined),8%,-5%,-1%,nt,-4%,0%,7%,6%
COc1ccccc1N1CCN(C(=O)CN(C)S(=O)(=O)c2cc(C)ccc2OC)CC1,-3%,-6%,2%,-3%,-1%,-7%[10 µM],-10%,-5%
Cc1ccc(C)c(NC(=S)NCCc2c[nH]c3ccccc23)c1,-1%,-3%,5%,-13%,-2%,17%[10 µM],?,?
Cn1nc(CC(=O)NCc2ccc(C(F)(F)F)cc2)c2ccccc2c1=O,-1%,2%,-1%,nt,-5%,-4%,-3%,-3%
COc1cc(CSc2ncc(CO)n2Cc2ccc(C)cc2)cc(OC)c1,-4%,nt,-9%,nt,-4%,nt,-7%,-6%
Cn1c(=O)cc(SCC(=O)NCc2ccco2)c2ccccc21,2%,-4%,0%,7%,-2%,-17%,-20%,?
O=C(OCC(=O)N1CCN(C(=O)c2ccco2)CC1)c1ccccc1Cc1ccccc1,4%,i,7%,-6%,6%,-11%,-4%,-10%
CCCCOC(=O)CSc1nnc(-c2ccc(C)cc2)o1,-7%,nt,-1%,nt,?,nt,-13%,-18%
C/C=C/C(=O)OCC(=O)Nc1cc([N+](=O)[O-])ccc1Cl,3%,i,2%,8%,1%,41%[10 µM],-4%,-6%
Cc1ccc(CN2c3ccccc3-c3nc(SCC(=O)NCc4ccccc4)ncc3S2(=O)=O)cc1,10%,nt,-14%,nt,-1%,nt,-30%,-8%
N#CC1=C(N)OC2=C(CCc3ccccc32)C1c1ccccc1Cl (centres undefined),1%,-6%,?,-10%,0%,-61%[inhibitor][10 µM],?,?
O=[N+]([O-])c1ccccc1N/N=C/c1cc2ccccc2nc1Cl,8%,-7%,6%,nt,4%,-19%,-29%,2.2µM*
CC(=O)Nc1ccccc1Sc1ccc2c3c(cccc13)C(=O)N(c1ccc(C)cc1)C2=O,-2%,-8%,2%,11%,-1%,-2%[10 µM],-2%,-2%
COc1cc2c(C(=O)c3ccccc3)c3c4c(cc(OC)c(OC)c4c2cc1OC)CCN3C,-6%,0%,9%,nt,0%,1%[1.9 µM],?,?
CCOc1ccc(OCC)c(NC(=O)CCc2c(C)nc3c(c2C)c(=O)n(C)c(=O)n3C)c1,3%,nt,4%,nt,-4%,nt,-4%,3%
COC(=O)Nc1nnc(-c2ccncc2)s1,-5%,4%,-2%,4%,-2%,-4%[10 µM],6%,0%
Cc1ccccc1C(=O)Nc1nnc2n1CCS2,5%,nt,8%,nt,1%,nt,6%,4%
COc1ccc(NC(=O)c2onc(C)c2Cl)cc1OC,-13%,-9%,4%,nt,2%,9%[10 µM],-5%,-2%
CCN1C(=O)/C(=C/N(C)c2ccccc2)OC1=S,-4%,i,-6%,10%,6%,6%[10 µM],-14%,-10%
CS(=O)(=O)N1CCN(c2ccccc2NC(=O)c2ccco2)CC1,-4%,-9%,-1%,31%[activator],-11%,18%,-3%,0%
O=C(Nc1cccc(C(=O)OCc2cc(=O)n3nc(C4CC4)sc3n2)c1)c1ccc(F)cc1,1%,nt,3%,nt,-2%,nt,0%,-19%
O=C(Nc1cc(SCCO)cc([N+](=O)[O-])c1)c1ccc(Br)o1,-1%,-17%,1%,0%,-4%,15%[10 µM],-27%,?
O=C(COC(=O)c1ccc[nH]c1=O)c1ccc(Cl)s1,0%,-3%,?,-1%,-3%,9%,-5%,-7%
O=C(c1ccccc1)c1ccc(N2CCOCC2)c(NC(=O)c2ccco2)c1,8%,i,0%,-5%,-4%,-21%[0.074 µM],-20%,-12%
COc1ccc(C(=O)c2ccc(O)cc2)c(O)c1O,-6%,14µM*,?,nt,-6%,nt,?,?
CCc1ccc(CNC(=O)c2ccc(-c3nc(CS(=O)(=O)c4ccccc4)c(C)o3)cc2)cc1,-5%,nt,-13%,nt,-2%,nt,2%,11%
Cc1cc(NC(=O)c2ccc([N+](=O)[O-])cc2Cl)ccc1NC(=O)c1ccco1,-3%,2%,9%,-5%,-6%,3%[10 µM],-14%,?
Cc1cc(C(=O)CSc2nnc(-c3ccc4c(c3)OCO4)o2)c(C)n1-c1ccc(F)cc1,8%,-2%,0%,2%,-1%,-7%[10 µM],3%,6%
CCc1ccc(CNC(=O)c2sc3ncnc(N(C)C4CCCCC4)c3c2C)cc1,-4%,nt,-10%,nt,-1%,nt,-15%,-12%
O=C(Nc1cccc(-c2cn3ccccc3n2)c1)c1cccc(Cl)c1,2%,-9%,?,5%,3%,-16%[10 µM],-29%,-17%
CC(C)c1noc(-c2ccccc2OCC(=O)Nc2ccc([N+](=O)[O-])cc2)n1,-8%,nt,-1%,nt,-2%,nt,0%,6%
CC1=NN(C(N)=S)C(=O)C1N=Nc1ccccc1C (centres undefined),9%,1%,4%,13%,-1%,19%[10 µM],-15%,10µM*
Cc1nn(C(=O)c2cc3sccc3[nH]2)c(C)c1C,-5%,-5%,-5%,3%,-1%,4%[10 µM],-25%,-9%
COc1ccc(S(=O)(=O)/N=C2/NC(=O)/C(=C\c3ccco3)S2)cc1,2%,-4%,10%,?,0%,-4%[10 µM],-1%,1%
COCCn1c(=S)[nH]c2cc(C(=O)NCCCN3CCOCC3)ccc2c1=O,-4%,i,-4%,5%,0%,-5%[0.074 µM],6%,6%
O=C(COC(=O)/C=C/c1cccs1)NC(c1ccccc1)c1ccccc1,3%,5%,-11%,9%,0%,18%[10 µM],-10%,-4%
Cn1c(-c2sc3cc(C(F)(F)F)cnc3c2-c2cccnc2)n[nH]c1=S,-8%,-3%,1%,nt,-1%,13%,-6%,-11%

# 2 of the compounds above, with each value named.
smiles: Cn1nc(CC(=O)NCc2ccc(C(F)(F)F)cc2)c2ccccc2c1=O
- TRb SRC2 PPI = -1%
- RECQ1 inh = 2%
- Tau FP inhib = -1%
- L3MBTL1 block = nt
- TexasRed fluor = -5%
- HTT cytoprotect = -4%
- Tau fluor cs = -3%
- Tau ThT inhib = -3%

smiles: COc1cc(CSc2ncc(CO)n2Cc2ccc(C)cc2)cc(OC)c1
- TRb SRC2 PPI = -4%
- RECQ1 inh = nt
- Tau FP inhib = -9%
- L3MBTL1 block = nt
- TexasRed fluor = -4%
- HTT cytoprotect = nt
- Tau fluor cs = -7%
- Tau ThT inhib = -6%

# New compounds follow
SMILES,TRb SRC2 PPI,RECQ1 inh,Tau FP inhib,L3MBTL1 block,TexasRed fluor,HTT cytoprotect,Tau fluor cs,Tau ThT inhib
CCS(=O)(=O)/N=C(\N)c1ccccc1,-4%,-4%,2%,1%,0%,-6%,5%,-1%
Cn1c(=N)n(CC(=O)c2ccc(Br)s2)c2ccccc21,2%,2%,?,nt,-2%,-9%[10 µM],-10%,6%
CNC(=S)N1N=C(c2ccccc2)CC1c1ccc(Br)cc1 (centres undefined),-14%,-8%,-12%,-10%,-2%,34%,-26%,0%
COCc1cc(C)n(CC(=O)NCc2ccccc2)c(=O)c1C#N,0%,i,1%,6%,8%,-25%,2%,1%
CNC(=O)Nc1cccc(-c2cc(-c3c(Cl)cccc3Cl)no2)c1,13%,-14%,22µM*,-12%,0%,-11%[10 µM],?,-2%
COc1ccc(Cc2nc3ccc(S(=O)(=O)N4CCOCC4)cc3[nH]2)cc1,-3%,-10%,1%,6%,0%,-3%,-6%,-3%
CS(=O)(=O)c1cccc(C(=O)NCc2ccccc2)c1,-25%,-14%,-2%,0%,0%,-18%[10 µM],-11%,-8%
COc1ccc(OCC(=O)Nc2ccccc2Cl)cc1,4%,-20%,2%,-10%,0%,12%[10 µM],-7%,-15%
O=C(O)c1sc2cc(C(F)(F)F)cnc2c1-c1ccccc1,2%,16%,-6%,1%,3%,-3%,8%,-3%
CCOc1ccccc1N(C)C(=O)c1cc(S(=O)(=O)NCCc2ccc(Cl)cc2)ccc1F,-11%,nt,13%,nt,1%,nt,-12%,-4%
COc1cccc(NC(=O)Cn2c(=O)n(CCCC(=O)NCc3ccc4c(c3)OCO4)c(=O)c3ccccc32)c1,1%,nt,?,nt,-13%,nt,-24%,?
COc1ccc2c(c1)C(=NN)c1cc(OC)ccc1-2,0%,-6%,0%,-15%,-7%,-27%,?,10µM*
COc1ccc(C(=O)Nn2cc3c(c2-c2ccccc2)c(=O)n(C)c(=O)n3C)cc1,6%,4%,1%,-4%,-2%,2%[1.9 µM],-7%,-6%

# 3 records picked at random from those above:
SMILES,TRb SRC2 PPI,RECQ1 inh,Tau FP inhib,L3MBTL1 block,TexasRed fluor,HTT cytoprotect,Tau fluor cs,Tau ThT inhib
CS(=O)(=O)c1cccc(C(=O)NCc2ccccc2)c1,-25%,-14%,-2%,0%,0%,-18%[10 µM],-11%,-8%
CCOc1ccccc1N(C)C(=O)c1cc(S(=O)(=O)NCCc2ccc(Cl)cc2)ccc1F,-11%,nt,13%,nt,1%,nt,-12%,-4%
COCc1cc(C)n(CC(=O)NCc2ccccc2)c(=O)c1C#N,0%,i,1%,6%,8%,-25%,2%,1%

# Source: PubChem BioAssay (National Center for Advancing Translational Sciences (NCATS))

# A portion of the library; rates above refer to the full screens.
